CHO parental Ca: ATP-evoked calcium signal inhibitors, parental CHO, primary screen, counter-screen for OX1R antagonist project, cell-based, fluorescence, Fluo-8 calcium dye | parental CHO-K1, ATP-induced calcium, Fluo-8 fluorescence | inhibition, % at 5.6 µM | 0.63% of 330,000 active | AID 463079, 2010;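 active = inhibition above that plate's mean sample inhibition plus 3 SD, cut at about 26% in these data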;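 also: 0% = ATP-challenged DMSO wells and 100% = DMSO wells without ATP; some compounds past the cut are filed as inactive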
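Material: Parental CHO cells | Reagent: ATP | Compound dosing: Single nominal dose of 5.6 µM per compound | Detection: Intracellular calcium via Fluo-8 no-wash fluorescent dye | Read-out: % inhibition of ATP-induced calcium mobilization | Benchmarks: Low control ATP plus DMSO, high control DMSO only | Replicates: Singlicate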
TAAR1 antagonist: human TAAR1 antagonists, primary screen, Fluo-8 calcium fluorescence, CHO RD-HGA16 cells; Trace amine-associated receptor 1 (Homo sapiens), Q96RJ0; antagonist; inhibition, % at 3 µM; 1.5% of 360,000 active; AID 624466, 2012;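 active = inhibition above a per-plate cutoff, the mean inhibition of test compounds on that plate plus 3 SD, cut at about 49% in these data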;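 also: 0% = DMSO plus EC80 beta-PEA response and 100% = DMSO alone without agonist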
Target sequence (Q96RJ0 whole entry, looked up): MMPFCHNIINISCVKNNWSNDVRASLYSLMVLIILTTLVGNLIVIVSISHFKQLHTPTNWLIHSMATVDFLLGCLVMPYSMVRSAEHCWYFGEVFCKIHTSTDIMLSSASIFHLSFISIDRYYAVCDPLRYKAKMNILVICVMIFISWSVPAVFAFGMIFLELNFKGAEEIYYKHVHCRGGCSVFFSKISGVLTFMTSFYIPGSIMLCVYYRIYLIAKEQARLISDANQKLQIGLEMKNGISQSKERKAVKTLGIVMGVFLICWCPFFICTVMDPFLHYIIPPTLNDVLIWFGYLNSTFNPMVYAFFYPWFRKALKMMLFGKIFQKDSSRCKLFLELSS
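Test system – hTAAR1-expressing CHO RD-HGA16 cells, Gα16-coupled · Reagent – β-PEA at EC80 concentration, post-compound challenge · Compound dosing – 3 µM, single point · Timing – 140 s kinetic read after compound, 140 s after agonist · Detection – Fluo-8 intracellular calcium dye fluorescence, real-time kinetic reads · Control set – DMSO and EC80 PEA controls · Repeats – n of 1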
M1 ag parental: counter-screen for M1 agonists: effect in parental CHO-K1 cells | 0.48% of 360,000 active | activation, % at 3 µM | Fluo-8 calcium fluorescence; scaled to maximal ATP response, vehicle zero; in the data active = activation above about 15%;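 also: untransfected CHO-K1 host cells lacking M1 receptor as counterscreen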
CHO-K1 Ca antag: nonselective inhibitor or artifact in parental CHO-K1 cells. inhibition, % at 3 µM. ATP-induced calcium, Fluo-8 fluorescence. 0.6% of 360,000 active;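 active = inhibition above a per-plate cutoff, the plate's mean sample inhibition plus 3 SD, cut at about 24% in these data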;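 also: 0% = DMSO plus EC80 ATP and 100% = DMSO alone without ATP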
TAAR1 agonist: human TAAR1 agonists, primary screen, Fluo-8 calcium fluorescence, CHO RD-HGA16 cells. 0.99% of 360,000 active. vehicle wells 0%, saturating PEA agonist 100%. AID 624467, 2012. activation, % at 3 µM. Trace amine-associated receptor 1 (Homo sapiens), Q96RJ0;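 active = activation above the mean activation of all test compounds in the run plus 3 SD, cut at about 38% in these data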
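Signal – calcium-sensitive Fluo-8 signal, excitation 470-495, emission 515-575 nm · System – RD-HGA16 (CHO) cells co-expressing Gα16 and hTAAR1 · Incubation – 17-24 h seeding, 75 min 37 °C dye, 30 min RT · Compound dosing – 3 µM single concentration · Repeats – no replicates (n 1)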
OXTR potentiate: human OXTR potentiators, primary screen, fluorescence, CHO-OTR cells, Fluo-8 calcium; 0.061% of 320,000 active; Fluo-8 calcium fluorescence, potentiator mode; 0% = oxytocin EC15, 100% = EC100; activation, % at 3 µM;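 active = activation above that plate's cutoff, the mean activation of tested compounds plus 3 SD, cut at about 6.6% in these data, passing the limit was not always enough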;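 also: 100% uses oxytocin at 75 nM as the full agonist control; some results filed as inactive read as strong as hits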
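Replication – single well per compound, singlicate · Assay system – CHO cell line stably expressing human OTR · Timing – 6 min pre-incubation, 100 s read · Measure – normalized max/min fluorescence ratio, % activation · Doses – 3.0 µM, one dose · Detection – Fluo-8 calcium dye fluorescence · Probe or stimulus – oxytocin near EC15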
CHRM1 agonist: human M1 muscarinic receptor agonists, primary screen, Fluo-8 calcium fluorescence, CHO-K1 cells, HTS; activation, % at 3 µM; 0.33% of 360,000 active; CHO-K1 hM1, agonist mode; 0% DMSO, 100% acetylcholine EC100; Muscarinic acetylcholine receptor M1 (Homo sapiens), P11229; AID 588814, 2011;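 active = activation above the run's mean compound activation plus 3 SD, cut at about 16% in these data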;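 also: peak over basal fluorescence ratio within a 140 s kinetic read after compound addition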
Target sequence (P11229 whole entry, looked up): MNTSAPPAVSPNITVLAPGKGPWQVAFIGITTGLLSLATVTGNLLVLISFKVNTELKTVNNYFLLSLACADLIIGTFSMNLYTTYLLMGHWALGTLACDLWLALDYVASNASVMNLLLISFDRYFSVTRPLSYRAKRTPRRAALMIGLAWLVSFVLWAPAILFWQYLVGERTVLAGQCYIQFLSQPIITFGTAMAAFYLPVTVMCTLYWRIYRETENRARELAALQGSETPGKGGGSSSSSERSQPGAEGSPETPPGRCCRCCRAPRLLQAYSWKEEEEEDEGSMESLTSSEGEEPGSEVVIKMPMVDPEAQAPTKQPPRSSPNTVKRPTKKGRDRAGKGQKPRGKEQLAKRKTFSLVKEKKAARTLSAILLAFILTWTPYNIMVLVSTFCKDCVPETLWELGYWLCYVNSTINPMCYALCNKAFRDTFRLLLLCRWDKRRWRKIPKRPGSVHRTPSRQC
V1R ag counter: agonists of human V1a receptor, primary screen, counter-screen for OXTR agonist project, fluorescence, CHO-V1R cells | Fluo-8 calcium fluorescence, agonist mode; 0% DMSO, 100% 3 nM vasopressin | Vasopressin V1a receptor (Homo sapiens), P37288 | 0.25% of 320,000 active | AID 2797, 2010 | activation, % at 3 µM;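 active = activation above the mean activation of all tested compounds plus 3 SD, per screening run, cut at about 20% in these data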;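 also: signal is peak over basal fluorescence ratio across a 100 second FLIPR read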
CHO-K1 Ca PAM: nonselective calcium activators in parental CHO-K1 cells, primary screen, counter-screen for M1 PAM project, cell-based, Fluo-8 calcium fluorescence, full deck, 1536-well. AID 602247, 2012. ATP EC20; 0% at ATP EC20, 100% at ATP max. 0.02% of 360,000 active. activation, % at 3 µM;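 active = activation above the run cutoff, the mean activation of all test compounds plus 3 SD, cut at about 40% in these data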;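 also: peak over basal fluorescence ratio in a 140 s read after ATP addition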
An asterisk follows results filed as active; . = not tested or not shown; & = joins results of further samples.

Molecule,CHRM1 agonist,CHO-K1 Ca antag,CHO-K1 Ca PAM,OXTR potentiate,TAAR1 antagonist,CHO parental Ca,TAAR1 agonist,V1R ag counter,M1 ag parental
O=Cc1cn(Cc2ccc([N+](=O)[O-])cc2)c2ccccc12,-7,-6,21,-6,7,0,6,4.6,3.8
O=c1[nH]c2ccccc2n1C1CCN(C(c2cc3ccccc3o2)c2nnnn2Cc2ccccc2)CC1 (stereo not drawn),3,-10,-7,.,62*,.,12,.,7.4
Cc1cc(C=C2C(=O)NC(=S)NC2=O)c(C)n1-c1ccc2c(c1)OCO2,-7,7,-13,-11,-1,-10,2,0.4,0.1
CC(C)(C)c1o[nH]c(=O)c1CC(N)C(=O)O (stereo not drawn),0,11,-8,6,-14,-2,1,0.1,-0.4
CN1CC(C(=O)c2cccc(C(F)(F)F)c2)C(c2ccc(Cl)cc2)C1 (stereo not drawn),-5,-9,14,-4,-12,-12,14,2.0,8.2
Cc1cc(Cl)ccc1OC(C)C(=O)O (stereo not drawn),0,-4,9,-2,-4,-4,0,-0.3,0.4
C=CCn1c(O)c(C(CC)=NCc2ccco2)c(=O)[nH]c1=O,-3,-13,26,5,-23,2,0,1.0,0.6
COc1ccc(CN2C(=O)NC(=O)/C(=C/c3ccc(OC)c(OC)c3OC)C2=O)cc1,-3,16,-21,-2,-10,-16,7,-0.1,-0.3
Cc1cc(=O)oc2c(C)c(OCC(=O)N3C[C@H]4C[C@@H](C3)c3cccc(=O)n3C4)ccc12,-5,-6,7,0,-3,-4,2,0.0,0.4
OCC#CC[N+]1(CC#Cc2ccccc2)CCCC1,-2,-10,18,-5,-12,-16,3,1.4,-0.4
COc1cccc(N2C(=O)NC(=O)C3(Cc4cc(C)ccc4N(C)C3)C2=O)c1 (stereo not drawn),1,3,1,-10,14,-12,2,0.9,0.1
COC(=O)C1=C(c2ccc(F)cc2OCc2ccccc2)C[C@@H]2CC[C@H]1N2C(=O)N1CCC(O)(c2ccc(Cl)cc2)CC1,-2,-16,12,3,19,-13,1,2.8,1.1
Cc1ccc(-c2nc3ccccc3c(=O)n2-c2nccs2)cc1,-1,-17,20,-6,3,-16,9,-0.2,1.0
CCCNS(=O)(=O)c1ccc(OCC(=O)N2CCN(Cc3ccccc3)CC2)cc1,-2,-17,18,-13,-2,-16,1,3.3,3.3
Cn1c(O)c(C(=O)c2ccccc2F)c(=O)n(C)c1=O,-3,-7,15,-4,5,4,4,0.5,0.5
O=C1NC(=S)NC(=O)C1=Cc1cccc2cc3ccccc3cc12,-5,-6,1,.,-7,.,1,.,-0.5
CCOP(=O)(OCC)C(NS(=O)(=O)c1ccccc1)C(Cl)(Cl)Cl (stereo not drawn),-1,13,-11,-3,-2,-12,2,1.2,-0.4
C[C@]12CCC3C(CC[C@H]4[C@H](O)[C@H](O)CC[C@]34C)C1CCC2=O (stereo partly drawn),0,-15,20,.,-9,.,5,.,1.0
C[C@H]1CC[C@@H]2[C@@H](C)[C@H]3[C@H](C[C@H]4[C@@H]5CC=C6C[C@@H](O[C@@H]7O[C@H](CO)[C@H](O)[C@H](O[C@@H]8O[C@H](CO)[C@@H](O)[C@H](O)[C@H]8O)[C@H]7O[C@@H]7O[C@@H](C)[C@H](O)[C@@H](O)[C@H]7O)CC[C@]6(C)[C@H]5CC[C@]34C)N2C1,-13,4,-1,-2,-1,-10,2,2.6,0.3
COCCN1Cc2cc(=O)n3c([nH]c4ccccc43)c2C1=N,-7,-10,10,-2,-4,-11,1,0.1,0.3
C#C[C@]1(O)CCC2C3C(=O)C=C4C(Cl)=CCC[C@]4(C)C3CC[C@@]21C (stereo partly drawn),-3,-9,4,.,12,.,5,.,1.0
O=C1C2CCN(CC2)C1Cc1ccc(OCCOc2ccccc2)cc1 (stereo not drawn),-5,0,20,-4,-10,-8,5,6.4,2.6
OCCNc1c2c(nc3ccccc13)CCCC2,-6,-11,11,-8,1,5,10,0.7,0.3
CCn1cc(CN2CCCC(C(=O)c3cccc(C(F)(F)F)c3)C2)cn1 (stereo not drawn),-11,3,1,.,-17,.,2,.,-0.1
Cc1cc(C)c(N=Cc2c(O)[nH]c(=O)[nH]c2=O)c(C)c1,-4,-15,12,1,-14,2,-1,0.0,0.1
O=c1[nH]c(O)c(N=Nc2cccc(S(=O)(=O)N3CCOCC3)c2)c(=O)[nH]1,-6,1,-1,-8,8,0,3,0.3,1.2
CN1CCN(c2cc(N3CCCCCC3)c(F)cc2[N+](=O)[O-])CC1,-10,-6,11,-9,-26,-9,6,1.4,1.9
CCCCn1c(O)c(C=NC2CCCCC2N)c(=O)[nH]c1=O (stereo not drawn),-3,1,9,1,12,-9,10,0.7,0.3
OC(CNCCc1c[nH]c2ccccc12)c1ccccc1 (stereo not drawn),-6,-2,-6,-9,-4,-20,11,0.7,2.4
O=C(c1ccc2c(c1)ncn2C1CCCCCC1)N1CCC2(CC1)OCCO2,-3,-2,10,1,-17,9,5,0.1,0.4
Cc1cccc(N2CCc3c2nc2ccccc2c3N)c1,-3&-7,-12&-5,15&12,-12&-5,-7&-14,-29&-19,8&-2,0.4&-1.1,1.6&-0.4
O=C1NC(=O)C(CCc2ccncc2)(c2ccccc2)C(=O)N1,-3,8,8,-5,-3,-10,4,-0.1,0.0
Cc1ccc(C2(O)CN3CCC2CC3)cc1 (stereo not drawn),-5,-14,19,-5,-8,0,5,-0.1,0.7
Cc1ccc(N2C(=O)NC(=O)C(CCc3ccccn3)(Cc3cccc(Cl)c3Cl)C2=O)cc1 (stereo not drawn),-3,-8,12,-4,-11,-5,1,-0.5,0.4
O=Cc1cn(CCCOc2ccccc2)c2ccccc12,-8,1,9,-6,33,-15,3,3.2,2.0
COc1cc2c(cc1OC)C(C(=O)NC(C)C)C1CCCCN1C2=O (stereo not drawn),-1,-9,2,9,-12,5,1,0.7,0.6
CCC(=O)OC(Cc1ccccc1)(c1ccccc1)[C@H](C)CN(C)C (stereo partly drawn),-13,-13,9,2,-2,-12,8,1.3,-0.3
O=C1NC(=O)N(c2ccccc2)C(=O)/C1=C\C=C\c1ccccc1,1,-3,7,-7,-32,-9,24,0.9,0.2
C=CCN1C(=O)CSc2ccc(C(=O)N3CCC4(CC3)OCCO4)cc21,-2,20,-16,-4,5,-19,2,0.6,-0.4
CCOC(=O)[C@]12Cc3c(cc(OC)c(OC)c3OC)[C@H]1N(C1CCCCC1)C(=O)c1ccccc12,.,11,7,.,6,.,-2,.,3.0
CCC(=O)N1N=C2C3CCN(CC3)C2C1c1ccc(C)cc1 (stereo not drawn),-4,-13,14,-4,-12,-13,3,0.8,1.1
Cc1c(C(=O)O)cccc1-n1c(C)cc(/C=C2\C(=O)NC(=O)N(c3ccc4c(c3)OCO4)C2=O)c1C,-5,9,-8,-2,-6,-9,8,1.4,-0.4
N#CC1=C(N)Oc2c(c(=O)oc3ccccc23)C1c1cccnc1 (stereo not drawn),-2,-11,6,-6,-23,-16,7,1.2,-0.1
COc1cc(CN2CCN(C(=O)COc3ccccc3)CC2)cc(OC)c1OC,-3,-14,-4,-9,-10,-9,9,1.0,0.2
CCOC(=O)c1c(/N=C/c2c(O)n(-c3ccc(F)cc3)c(=S)[nH]c2=O)sc2c1CCCC2,-2,-2,-4,3,21,-1,8,0.4,0.8
CCC1(Cc2ccccc2)C(=O)NC(=S)N(C)C1=O (stereo not drawn),-8,-24,30,.,-22,.,5,.,-0.4
O=c1cc(CN2CCNCC2)nc2sccn12,-4,-13,18,-11,-13,-12,7,0.8,1.8
COC(=O)C1=CO[C@@H](C)[C@@H]2CN3CC[C@]4(C(=O)Nc5ccccc54)[C@@H]3C[C@H]12,0,3,-16,0,1,-16,0,-0.8,-0.4
Cc1ccc(Cc2c(C)nc3nc(SCC(=O)N4CCC5(CC4)OCCO5)nn3c2C)cc1,-4,1,0,-5,-3,-28,6,2.3,0.8
Nc1ccc(CC(N)c2csc(Nc3ncccn3)n2)cc1 (stereo not drawn),-4,0,12,.,-8,.,0,.,0.5
CC(C)(O)/C=C/C(=O)C(C)(O)C1C(O)CC2(C)C3CC=C4C(C=C(O)C(=O)C4(C)C)C3(C)C(=O)CC12C (stereo not drawn),-3,-16,20,.,-14,.,2,.,1.2
COc1cccc(C(c2nnnn2Cc2ccccc2)N2CCC(n3c(=O)[nH]c4ccccc43)CC2)c1OC (stereo not drawn),7,-12,8,.,43,.,12,.,3.3
Brc1ccc(Oc2ccc(Br)cc2Br)c(Br)c1,1,-5,-2,-3,-16,-10,0,-0.5,-0.3
c1ccc2c3c(ccc2c1)OCC1CONC31 (stereo not drawn),.,.,.,-2,3,-3,0,0.9,.
O=c1[nH]c(=O)n(-c2cccc3ccccc23)c(O)c1C=NCCCn1ccnc1,-4,-2,13,-18,-4,-10,5,0.2,0.0
C=CCN(CC=C)Cc1c[nH]c2ccccc12,.,.,.,-1,-8,0,4,0.8,.
CCCCn1c(O)c(C(C)=NCCc2ccccc2)c(=O)[nH]c1=O,-3,-7,-1,-2,34,-10,73*,-0.1,1.0
COCCO[C@H]1CCC2C3CC=C4C[C@@H](O)CC[C@]4(C)C3CC[C@@]21C (stereo partly drawn),-3,-6,1,-1,-8,-16,0,0.9,0.4

Bioassay records from PubChem.

Not all compounds are listed, so the mix of outcomes need not match the whole.
